Source: PubChem (several laboratories)
Rab7 wt GTP bind: dog Rab7 wildtype GTP binding, inhibitors and activators; actives 0.055% (n = 190,000); AID 758; GTP binding activity (percent of control), % at 10 µM; GST-Rab7 beads, fluorescent GTP binding, flow cytometry; actives lie on both sides; untreated = 100%, excess cold GTP = 0%;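 active = fluorescent GTP binding to Rab7 beads changed by at least 20 points from the 100% baseline, either direction, mostly lower; inconclusive = compound itself probably fluorescent, or too few beads counted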;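 note: median green fluorescence of bound Bodipy-FL-GTP per Rab7 bead population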
HRas wt GTP: changes GTP binding to wildtype human HRas; P01112; actives 0.14% (n = 190,000); GTP binding activity, % at 10 µM; GST-Ras wt beads, Bodipy-FL-GTP binding, flow cytometry; actives lie on both sides;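 active = GTP binding activity at least 20% away from the 100% baseline, either lowered as inhibitor or raised as activator; inconclusive = flagged as likely green fluorescent, judged across all proteins in the well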;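 note: 0% = unlabeled GTP competition control and 100% = no-compound control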
Target sequence (P01112 whole entry, looked up): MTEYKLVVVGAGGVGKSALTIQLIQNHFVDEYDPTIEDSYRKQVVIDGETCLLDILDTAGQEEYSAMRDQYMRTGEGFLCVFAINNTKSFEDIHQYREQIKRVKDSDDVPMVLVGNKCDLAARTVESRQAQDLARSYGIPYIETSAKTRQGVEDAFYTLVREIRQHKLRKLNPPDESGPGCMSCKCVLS
Rac1 act GTP bind: alters GTP binding to activated mutant human Rac1; percent activity (GTP binding), % at 10 µM; GST-Rac1 activated beads, fluorescent GTP binding, flow cytometry; actives lie on both sides; 100% means binding = to untreated wells; actives 0.11% (n = 190,000); AID 764;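 active = GTP binding at least 20 percentage points away from the 100% baseline, in either direction, so actives lie on both sides; inconclusive = Compound likely fluorescent itself, or too few beads counted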
Bim-Mcl-1: human Bim-Mcl-1 interaction inhibition. Bead-based flow cytometry, Bim peptide-Mcl-1 binding. inhibition, % at 10 µM. actives 0.1% (n = 190,000). AID 1009; in the data active = inhibition above about 40%;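 note: 0% = no compound tracer wells and 100% = peptide blocker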
Target sequence (Q07820 whole entry, looked up): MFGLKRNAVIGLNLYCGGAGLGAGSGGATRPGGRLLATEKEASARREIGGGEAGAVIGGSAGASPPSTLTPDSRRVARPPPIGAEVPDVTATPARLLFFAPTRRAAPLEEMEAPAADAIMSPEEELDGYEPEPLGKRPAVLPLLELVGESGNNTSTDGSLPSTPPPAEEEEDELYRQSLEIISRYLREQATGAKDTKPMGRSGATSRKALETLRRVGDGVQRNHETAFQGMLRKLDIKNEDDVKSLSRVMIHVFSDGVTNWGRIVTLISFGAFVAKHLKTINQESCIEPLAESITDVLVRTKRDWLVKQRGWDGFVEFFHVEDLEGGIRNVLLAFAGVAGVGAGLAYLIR
RGS8-Gao: human RGS8-Galphao interaction regulation; actives 0.34% (n = 220,000); response (percent of control binding), % at 10 µM; multiplexed bead flow cytometry, RGS8-Galphao binding; actives lie on both sides; in the data active = response below about 60% or above about 140%; inactive = in between;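 note: Galphao activated as the GDP aluminium fluoride complex binding bead-coupled RGS8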
Mcl1 Bid PPI: Mcl-1/Bid interaction inhibition; TR-FRET Mcl-1/Bid-Dy647 peptide binding, 1536-well; inhibition, % at 21.7 µM; actives 0.97% (n = 220,000);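 active = compounds that cut the binding signal by more than half at the single screening dose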;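 note: His-tagged Mcl-1 with europium anti-His antibody binding Bid BH3 peptide; 0% = Mcl-1 plus peptide wells and 100% = peptide-only wells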
Pf gametocyte: P. falciparum stage V gametocyte viability inhibition. AID 743093. P. falciparum stage V gametocytes, ATP luminescence, 24 h. inhibition, % at 10.9 µM. actives 0.065% (n = 150,000);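 active = inhibition above the mean plus 3 SD of compounds within the control limits, set per campaign, cut at about 38% in these data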;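 note: 0% = DMSO wells and 100% = medium only without gametocytes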
Cdc42 wt GTP: human Cdc42 wildtype GTP binding change, either direction | P60953 | GST-Cdc42 beads, Bodipy-GTP binding, flow cytometry; actives lie on both sides | percent activity (GTP binding), % at 10 µM | actives 0.2% (n = 190,000);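 active = percent activity GTP binding at least 20 points away from the 100% baseline, either down as inhibitor or up as activator; inconclusive = compound flagged as likely green fluorescent from well-wide comparison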;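 note: median bead fluorescence of bound Bodipy-FL-GTP at 100 nM; 0% = excess unlabeled GTP control and 100% = no compound control; below 100% means less GTP binding so inhibitor and above means activator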
Target sequence (P60953 whole entry, looked up): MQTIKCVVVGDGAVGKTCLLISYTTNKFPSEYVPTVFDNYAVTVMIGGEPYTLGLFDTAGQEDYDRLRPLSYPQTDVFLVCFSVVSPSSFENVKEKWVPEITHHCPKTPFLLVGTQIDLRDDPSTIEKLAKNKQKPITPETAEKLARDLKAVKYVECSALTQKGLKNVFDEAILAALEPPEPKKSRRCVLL
Rab2 wt GTP: changes GTP binding to wildtype dog Rab2A, up or down; AID 760; GST-Rab2 wt beads, Bodipy-GTP binding, flow cytometry; actives 0.19% (n = 190,000); GTP binding activity, % at 10 µM;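 active = GTP binding activity at least 20 points away from 100%, either lowered or raised; inconclusive = signal likely due to the compound's own green fluorescence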;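 note: 0% = beads with excess unlabeled GTP and 100% = no-compound control corrected for plate trend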
Mcl1-Noxa inh: Mcl-1/Noxa interaction inhibition; actives 1.5% (n = 220,000); AID 1022; Q07820; TR-FRET Mcl-1/Noxa peptide binding, 2 h; inhibition, % at 21.7 µM;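 active = compounds that cut the protein-peptide binding signal by more than 50% relative to plate controls in a single-dose test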;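 note: His-tagged Mcl-1 with rhodamine Noxa BH3 peptide and terbium anti-His antibody; 0% = Mcl-1 plus Noxa peptide wells and 100% = peptide-only wells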
Rac1 wt GTP bind: alters GTP binding to wildtype human Rac1; P63000; GST-Rac1 beads, fluorescent GTP binding, flow cytometry; actives lie on both sides; 0 = cold GTP competed, 100 = untreated; GTP binding activity (% of control), % at 10 µM; actives 0.27% (n = 190,000);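 active = GTP binding activity at least 20 points away from the 100% control level, either lower or higher; inconclusive = compound flagged as likely green fluorescent, judged across all proteins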
Numbers without * were called inactive; ? = inconclusive; . = no result given; [ ] = remark or other dose.

The opening 11 compounds, to show the layout:
SMILES | Rab7 wt GTP bind | HRas wt GTP | Rac1 act GTP bind | Bim-Mcl-1 | RGS8-Gao | Mcl1 Bid PPI | Pf gametocyte | Cdc42 wt GTP | Rab2 wt GTP | Mcl1-Noxa inh | Rac1 wt GTP bind
CC1(C)C2CC=C(/C=N/NC(=O)C3CC3)C1C2 (stereo unspecified) | 105 | 99 | 95 | -1 | 99 | -9 | 1 | 97 | 98 | 15 | 97
CC(C)c1ccc(N2C(=O)CSC23C(=O)N2CCCc4cccc3c42)cc1 (stereo unspecified) | 97 | 99 | 99 | 1 | 91 | -14 | . | 100 | 99 | -8 | 102
COc1ccc(S(=O)(=O)N2CCN(C(=O)c3c(C)nn(-c4ccccc4)c3Cl)CC2)cc1 | 100 | 100 | 97 | -4 | 107 | -28 | . | 99 | 100 | 11 | 103
CC1CCCCN1C(=O)CSc1nnc(Cc2ccccc2)n1C (stereo unspecified) | 98 | 102 | 100 | -1 | 101 | 0 | -24 | 98 | 100 | 10 | 105
COCC(=O)NCCc1ccc(S(N)(=O)=O)cc1 | 103 | 104 | 99 | 0 | 102 | 4 | 7 | 103 | 104 | -1 | 102
CC(=O)N1CCN(c2nc(CC(C)C)c3c(c2C#N)CCC3)CC1 | 101 | 105 | 100 | 0 | 101 | -10 | -19 | 107 | 102 | 11 | 104
O=S(=O)(Cc1cc(NCc2ccccc2)nc(-c2ccncc2)n1)c1ccccc1 | 108 | 98 | 96 | -3 | 97 | -12 | . | 95 | 98 | 1 | 98
CCOC(=O)N1CCC(NC(=O)Cn2cc3c(n2)CCCCC3)CC1 | 97 | 99 | 96 | 3 | 100 | -3 | . | 99 | 100 | 23 | 97
CC(C)(C)C(=O)Nc1nnc(-c2ccncc2)o1 | 99 | 97 | 97 | 7 | 87 | -20 | . | 95 | 100 | 11 | 99
CN1C(=O)C(CC(=O)NC2CCCCC2)N(C)C1=O (stereo unspecified) | 100 | 97 | 95 | -25 | 104 | 3 | -4 | 100 | 96 | -7 | 104
COC(=O)c1sc2nc(C)c([N+](=O)[O-])c(C)c2c1N | 97 | 99 | 99 | -7 | 100 | -6 | 4 | 102 | 100 | 11 | 101

The listing, repeating the preview:
SMILES | Rab7 wt GTP bind | HRas wt GTP | Rac1 act GTP bind | Bim-Mcl-1 | RGS8-Gao | Mcl1 Bid PPI | Pf gametocyte | Cdc42 wt GTP | Rab2 wt GTP | Mcl1-Noxa inh | Rac1 wt GTP bind
CC1(C)C2CC=C(/C=N/NC(=O)C3CC3)C1C2 (stereo unspecified) | 105 | 99 | 95 | -1 | 99 | -9 | 1 | 97 | 98 | 15 | 97
CC(C)c1ccc(N2C(=O)CSC23C(=O)N2CCCc4cccc3c42)cc1 (stereo unspecified) | 97 | 99 | 99 | 1 | 91 | -14 | . | 100 | 99 | -8 | 102
COc1ccc(S(=O)(=O)N2CCN(C(=O)c3c(C)nn(-c4ccccc4)c3Cl)CC2)cc1 | 100 | 100 | 97 | -4 | 107 | -28 | . | 99 | 100 | 11 | 103
CC1CCCCN1C(=O)CSc1nnc(Cc2ccccc2)n1C (stereo unspecified) | 98 | 102 | 100 | -1 | 101 | 0 | -24 | 98 | 100 | 10 | 105
COCC(=O)NCCc1ccc(S(N)(=O)=O)cc1 | 103 | 104 | 99 | 0 | 102 | 4 | 7 | 103 | 104 | -1 | 102
CC(=O)N1CCN(c2nc(CC(C)C)c3c(c2C#N)CCC3)CC1 | 101 | 105 | 100 | 0 | 101 | -10 | -19 | 107 | 102 | 11 | 104
O=S(=O)(Cc1cc(NCc2ccccc2)nc(-c2ccncc2)n1)c1ccccc1 | 108 | 98 | 96 | -3 | 97 | -12 | . | 95 | 98 | 1 | 98
CCOC(=O)N1CCC(NC(=O)Cn2cc3c(n2)CCCCC3)CC1 | 97 | 99 | 96 | 3 | 100 | -3 | . | 99 | 100 | 23 | 97
CC(C)(C)C(=O)Nc1nnc(-c2ccncc2)o1 | 99 | 97 | 97 | 7 | 87 | -20 | . | 95 | 100 | 11 | 99
CN1C(=O)C(CC(=O)NC2CCCCC2)N(C)C1=O (stereo unspecified) | 100 | 97 | 95 | -25 | 104 | 3 | -4 | 100 | 96 | -7 | 104
COC(=O)c1sc2nc(C)c([N+](=O)[O-])c(C)c2c1N | 97 | 99 | 99 | -7 | 100 | -6 | 4 | 102 | 100 | 11 | 101
Cc1ccc(S(=O)(=O)NCC(=O)OCC(=O)NCc2ccc(F)cc2)cc1 | 98 | 99 | 99 | -1 | 102 | -3 | 15 | 97 | 98 | 15 | 98
COc1ccc(/C=C(\C#N)C(=O)NCCCn2ccnc2)cc1 | 104 | 102 | 100 | -5 | 100 | -36 | 0 | 104 | 99 | 21 | 109
Cc1cc(C)c2c(c1)cc(C)c1nnc(SCC(=O)Nc3cc(C)on3)n12 | 101 | 101 | 100 | -4 | 88 | -33 | 17 | 101 | 103 | -5 | 109
O=c1c2c(nc3cc(-c4cccc(Cl)c4)[nH]n13)CCC2 | 96 | 99 | 98 | 2 | 101 | -58 | 5 | 96 | 99 | 25 | 99
O=C1c2cccc3cc(Br)cc(c23)C(=O)N1Nc1ccc(Br)cc1 | 98 | 100 | 99 | -4 | 101 | 3 | -10 | 104 | 100 | -3 | 104
CCn1c(SCC(=O)Nc2cc(C)on2)nnc1-c1ccco1 | 95 | 97 | 96 | 3 | 102 | -27 | . | 97 | 96 | -6 | 96
Cc1ccc(NP(=O)(c2ccc(N(C)C)cc2NC(=O)c2cccs2)N2CCOCC2)cc1 (stereo unspecified) | 98 | 95 | 95 | -1 | 102 | -27 | 14 | 100 | 94 | 1 | 99
CC(=O)Nc1ccc(C(=O)N(C)C(C(=O)Nc2ccc(C)cc2)c2ccccn2)cc1 (stereo unspecified) | 103 | 100 | 97 | 0 | 100 | 4 | 18 | 100 | 98 | 19 | 106
C[C@@H](C(=O)NCc1ccccc1)[C@@H]1C[C@@]1(C)[C@@H](NC(=O)OCc1ccccc1)c1ccccc1 | 97 | 98 | 97 | -3 | 104 | 5 | 6 | 100 | 100 | 13 | 105
COc1ccc(/C=C2\CCC/C(=C\C=N\N(C)C)C2=O)cc1 | 93 | 94 | 95 | 0 | 101 | -1 | -5 | 98 | 95 | 19 | 97
CCCC(=O)NCc1ccccc1Cl | 94 | 96 | 97 | 0 | 101 | 1 | 22 | 96 | 96 | 6 | 101
CCCOc1ccc(/C(O)=C2/C(=O)C(=O)N(c3cc(C)on3)C2c2ccc(C(=O)OC)cc2)cc1 (stereo unspecified) | 97 | 97 | 97 | -2 | 88 | -39 | 18 | 97 | 98 | 3 | 101
COc1ccccc1CC(=O)Nc1ccc([N+](=O)[O-])cc1O | 100 | 97 | 93 | -2 | 105 | -30 | -311 | 96 | 95 | 16 | 99
Cc1cc(OCC(=O)Nc2ccncc2)c(C)cc1Br | 102 | 101 | 98 | -4 | 105 | -7 | . | 99 | 97 | 24 | 99
CCCCN(CC)S(=O)(=O)N1CCC(C(=O)NCCCN2CCOCC2)CC1 | 96 | 99 | 98 | 0 | 107 | -23 | 2 | 98 | 96 | 3 | 102
COc1ccc(CC(=O)N2CC3(C)CC2CC(C)(C)C3)cc1 (stereo unspecified) | 98 | 94 | 92 | 2 | 86 | -9 | -9 | 95 | 93 | -3 | 93
COc1ccc(C(C(=O)Nc2ccc(C(C)C)cc2)N(Cc2ccco2)C(=O)CC2NC(=O)NC2=O)cc1 (stereo unspecified) | 93 | 96 | 93 | 2 | 99 | 0 | -2 | 95 | 97 | 15 | 101
O=C(Nc1ccc(N2CCN(C(=O)c3ccco3)CC2)cc1)c1cccs1 | 97 | 107 | 101 | 0 | 97 | -55 | . | 109 | 106 | 16 | 105
COc1ccc(Cn2nnnc2C(c2ccccc2Cl)N2CCN(C3CCCC3)CC2)cc1 (stereo unspecified) | 97 | 100 | 98 | -2 | 99 | 2 | 7 | 100 | 99 | -10 | 99
Cc1cnc(C)c(N2CCN(Cc3nc(-c4ccccc4)no3)CC2)n1 | 99 | 94 | 92 | 10 | 101 | -40 | -8 | 91 | 95 | 11 | 94
O=C(NCCCc1ccccc1)N1CCOCC1 | 102 | 95 | 92 | 0 | 103 | -25 | . | 94 | 97 | -8 | 95
O=C(NCCc1ccccn1)C(F)(F)C(F)(F)C(F)(F)C(F)(F)C(F)(F)C(F)(F)C(F)(F)C(F)F | 100 | 99 | 97 | -5 | 105 | -2 | 2 | 102 | 99 | 1 | 104
COc1cc(CNCCSc2nnnn2C)cc(Br)c1OCc1ccccc1F | 101 | 103 | 101 | -1 | 100 | 26 | . | 103 | 103 | 21 | 101
Cc1noc(C)c1C(=O)NCc1ccccc1 | 101 | 100 | 100 | 0 | 101 | -19 | -2 | 103 | 101 | -1 | 102
Cn1c(SCC(=O)N/N=C/c2ccc([N+](=O)[O-])s2)nnc1-c1ccccc1 | 99 | 98 | 98 | -6 | 106 | -15 | 10 | 99 | 99 | -23 | 101
COc1cccc(C(=O)N2CCN(C3CCC(c4ccccc4)CC3)CC2)c1OC (stereo unspecified) | ? | ? | ? | 0 | 103 | 55* | -9 | ? | ? | 7 | ?
COc1ccccc1N(CC(N)=O)S(=O)(=O)c1ccc(C)cc1 | 103 | 105 | 99 | -4 | 101 | -41 | . | 104 | 103 | -6 | 105
O=C(OCCN1CCCCC1)c1cc2ccccc2o1 | 102 | 106 | 102 | -5 | 101 | -14 | . | 114 | 106 | 17 | 123*[activator]
Cn1c(=O)c2c(nc(CN3CCN(c4ccccc4)CC3)n2Cc2c(F)cccc2Cl)n(C)c1=O | 101 | 101 | 99 | -6 | 100 | -13 | 1 | 106 | 101 | -18 | 108
CS(=O)(=O)N1Cc2ccccc2CC1C(=O)O (stereo unspecified) | 96 | 95 | 94 | 1 | 102 | -37 | -11 | 93 | 92 | 4 | 93
CC(=O)Nc1cccc(/C(C)=N/NC(=O)c2ccccc2Cl)c1 | 97 | 91 | 91 | 2 | 105 | -9 | . | 88 | 95 | 12 | 85
CCn1c(O)c(N=NC2=NC(=O)CS2)c2cc(C)ccc21 | 96 | 99 | 96 | -1 | 99 | -6 | . | 99 | 97 | 10 | 97
